Bioassay records deposited in PubChem BioAssay by several laboratories.
bCat nuc transl: modulators of beta-catenin nuclear translocation; AID 1665; hit rate 0.3% among 190,000; nuclear translocation activity, % at 5 µM; HeLa beta-catenin nuclear translocation, immunofluorescence imaging;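 active = nuclear translocation activity above 50% at 5 µM, with a well cell count of 50 or more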;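 also: per-cell ratio of nuclear to cytoplasmic median beta-catenin stain intensity; plate controls were DMSO negative control for no effect and GSK-3 inhibitor IX positive control for full effect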
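System: Human HeLa cells, endogenous beta-catenin | Compound dosing: 5 µM primary, 0.02–20 µM confirmation | Timing: 24 h compound exposure at 37°C, 5% CO2 | Measured by: Fluorescence imaging of beta-catenin antibody stain plus DAPI | Read-out basis: % activation of per-cell nuclear versus cytoplasmic median beta-catenin signal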
MT stabilize HCS: microtubule stabilization, imaging screen; hit rate 0.83% among 200,000; % tubulin-high responders, % at 10 µM; HeLa tubulin immunostaining HCS, 24 h; share of cells brighter than vehicle mean+2SD;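 active = plate Z-score above 3 for both tubulin-high and condensed-nucleus cell shares, with cell loss under 80%, at 10 µM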;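 also: anti alpha tubulin signal scored within the nucleus-defined area of each cell; some results filed as inactive read as strong as hits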
T cell HTS: T cell immune modulators affecting CD8 T cell-vesicle binding; 2C CD8+ T cell-vesicle binding, flow cytometry; stronger effect = lower value; calls only at 7 µM; hit rate 0.068% among 330,000;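 active = response, share of CD8 T cells binding vesicles, and their 90th percentile fluorescence all below set limits, cut at about 80% in these data, passing the limit was not always enough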
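Read-out – percent CD8+ FL2 mean versus row control · System – murine 2C transgenic CD8+ T lymphocytes · Times – 1.5 h cell–vesicle binding at 37 °C, then 20 min icy labelling · Control set – naked vesicles low, QL9 vesicles with vehicle high · Detection – cytometric PE anti-B7-1 and Alexa647 anti-CD8 signals after 1% paraformaldehyde fixation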
Autophagy mod: autophagy modulation, high-content screen | MEF GFP-LC3 puncta imaging; test concentration mostly 10 µM | calls only at 10 µM (by protocol) | hit rate 0.98% among 190,000;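 active = percentage of spot-positive cells more than 3 SD above its plate mean, without a fluorescence outlier flag or 80% toxicity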;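 also: spot-positive cell cutoff set from DMSO-treated cells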
M17LAP inhibition: P. falciparum M17LAP inhibitors, primary screen, biochemical, fluorogenic H-Leu-NHMec substrate, 1536-well (AID 1619); recombinant M17LAP, H-Leu-NHMec fluorogenic kinetic assay; higher % means a stronger effect; one-dose inhibition, % at 30 µM; IC50 in µM for titrated hits; hit rate 0.38% among 220,000;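 active = compound inhibiting the enzyme by more than half at any dose during confirmatory dose-response retesting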;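 also: plate controls were full reaction with DMSO carrier for no effect and no enzyme background for full effect; strong numbers were not always called active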
P. falciparum M1AAP: P. falciparum M1AAP inhibitors, biochemical, fluorogenic H-Leu-NHMec substrate, 1536-well (AID 1445) | one-dose inhibition, % at 30 µM; IC50 in µM for titrated hits | recombinant M1AAP, H-Leu-NHMec fluorogenic kinetic assay; higher % means a stronger effect | hit rate 0.42% among 220,000;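 active = primary inhibition above the hit cutoff, then over 50% inhibition at one or more dose response concentrations, cut at about 23% in these data, passing the limit was not always enough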;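 also: plate controls were DMSO full reaction for no effect and no enzyme background for full effect; strong numbers were not always called active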
Yfh1-depleted yeast: enhancers of respiration in Yfh1-depleted yeast, dose response, Friedreich's ataxia, plus single-dose screen (AID 1465). S. cerevisiae Yfh1-off respiration, WST-1 reduction, 72 h; higher fold induction means a stronger effect. fold induction at 50 µM; hits with a dose series show EC50 in µM. hit rate 0.074% among 220,000;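 active = fold induction of absorbance versus untreated yeast above a set limit, then at least 30% activation at any dose in follow-up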;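 also: activators that raise dye reduction in frataxin-depleted yeast; strong numbers were not always called active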
Dynein transport: blocks dynein driven cargo transport along microtubules | 3617.4 mouse cells, GR-EGFP nuclear translocation imaging; test concentration mostly 20 µM; stimulated with dexamethasone, 1 µM; stronger effect = lower value | z-score, hits read low | hit rate 0.47% among 220,000 | AID 1381;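 active = plate z-score of nuclear minus cytoplasmic receptor signal below a set negative limit, without overly bright fluorescence or cell loss, cut at about -3.5 in these data, passing the limit was not always enough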;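 also: z-score of nuclear minus cytoplasmic ring GR-EGFP intensity difference per well; some compounds called inactive have numbers as strong as hits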
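medium = tetracycline-free induction medium containing charcoal-stripped FBS | probe or stimulus = dexamethasone, 1.0 µM final | timing = 48 h induction, then 1 h compound, then 30 min agonist, 37 °C | detection = automated 10x imaging of fixed Hoechst-stained cells | read-out basis = nuclear versus cytoplasmic GR-EGFP signal, averaged per well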
WT yeast gro inh: growth inhibition of WT yeast, mitochondrial fusion screen; mitochondrial fusion phenotypic screen, WT strain; hit rate 2.1% among 190,000; inhibition, % at 10 µM; in the data active = inhibition above about 58%; tested in S. cerevisiae
WT yeast gro inh mutant strain: second read-out of WT yeast gro inh, no call of its own (marks repeat the call); inhibition, %; mitochondrial fusion phenotypic screen, mutant strain inhibition
Dynein transport cytoplasmic EGFP: also measured in Dynein transport; calls as there; z-score; measured here: cytoplasmic GR-EGFP intensity; stronger effect = higher value
Dynein transport nuclear GR-EGFP: further read-out of Dynein transport, marked with its call; z-score; measured here: nuclear GR-EGFP intensity;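 lower value marks the stronger effect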
Dynein transport cell count: further read-out of Dynein transport, marked with its call; z-score; measured here: cell count per field
bCat nuc transl cell count 5 µM: second read-out of bCat nuc transl, no call of its own (marks repeat the call); cell count; measured here: cell count, cytotoxicity flag
T cell HTS vesicle-bound %: second read-out of T cell HTS, no call of its own (marks repeat the call); double positive events, %; measured here: CD8+ vesicle-bound cell fraction;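 binding gate set so that unloaded-vesicle control wells show 10% double positive cells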
MT stabilize HCS Hoechst-high %: second read-out of MT stabilize HCS, no call of its own (marks repeat the call); % Hoechst-high responders; measured here: nuclear condensation Hoechst responders;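 share of cells brighter than vehicle mean plus two SD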
MT stabilize HCS cytotoxicity %: recorded beside MT stabilize HCS, whose call it bears; toxicity, %; measured here: cytotoxicity by cell density;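 0% = mean cell density of plate MIN control wells and 100% = no cells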
Autophagy mod cell loss 18 h: further read-out of Autophagy mod, marked with its call; toxicity, %; measured here: cell loss, nuclei count;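 cell loss after 18 h compound exposure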
An asterisk follows results filed as active; i = inactive; · = no result given.

The line under a structure holds: bCat nuc transl, bCat nuc transl cell count 5 µM, MT stabilize HCS, MT stabilize HCS Hoechst-high %, MT stabilize HCS cytotoxicity %, T cell HTS, T cell HTS vesicle-bound %, Autophagy mod, Autophagy mod cell loss 18 h, M17LAP inhibition, P. falciparum M1AAP, Yfh1-depleted yeast, Dynein transport, Dynein transport cytoplasmic EGFP, Dynein transport nuclear GR-EGFP, Dynein transport cell count, WT yeast gro inh, WT yeast gro inh mutant strain
Cc1noc(NS(=O)(=O)c2ccc(NC(=O)C34CCC(CC3)C4)cc2)c1C
    -1.5, 788, 2.0, 2.9, 13, i, 32, i, -9, -22%, 1%, i, 0.53, -0.21, 0.43, -0.47, -9, -11
COc1ccc(NC(=O)C2CC2)cc1-n1cnnn1
    -0.4, 1117, 2.1, 1.8, 11, i, 60, i, -4, 2%, -2%, i, -0.39, -0.21, -0.076, 0.38, 3, -26
CC/C(=C/c1sc2ccc(C)cc2[n+]1CCO)SC
    -2.2, 1083, 4.7, 1.6, 2.8, i, 29, i, -10, ·, ·, i, 0.4, -0.26, 0.51, 0.86, 4, -1
Brc1ccc(/C=N/n2cnnc2)s1
    3.1, 1076, ·, ·, ·, i, 41, ·, ·, 17%, 7%, i, -0.57, -0.21, 0.061, 0.4, ·, ·
CCCNC(=O)c1cc(S(=O)(=O)N2CCc3ccccc32)ccc1F
    -3.2, 448, 2.7, 1.3, 1.2, i, 37, i, 1, -1%, 9%, i, 2.3, -0.23, 1.6, -0.16, -1, -7
O=C(NCC(=O)N(c1cccc(F)c1)C(C(=O)NC1CCCC1)c1ccco1)c1ccco1 (stereo unspecified)
    0.1, 1088, 1.9, 1.7, 0.0, i, 46, i, 8, 16%, 2%, i, 0.31, 0.013, 0.51, -1.9, 10, 20
CCNc1nc(NC(C)C)nc(NS(=O)(=O)c2ccc(N)cc2)n1
    -3.0, 1248, 1.7, 2.2, 6.6, i, 15, i, 5, 10%, 6%, i, -0.1, -0.29, -0.015, -0.058, 1, -10
Cc1ccc(CN2C(=O)CCC2C(=O)NCCN2CCN(c3cccc(Cl)c3)CC2)cc1 (stereo unspecified)
    -0.1, 1126, ·, ·, ·, i, 22, ·, ·, 14%, 2%, i, 0.59, -0.21, 0.18, -1.1, ·, ·
COc1ccc(N2CCCn3c2nc2c3c(=O)n(Cc3ccc(C)cc3)c(=O)n2C)c(OC)c1
    -0.6, 1052, 1.4, 0.9, 2.7, i, 39, i, 2, -9%, 1%, i, -0.53, 0.15, -0.074, 0.31, 13, -1
O=C(CCN1CCN(c2ccccc2)CC1)Nc1ccc(OCc2ccccc2)cc1
    ·, ·, 1.4, 1.4, 12, i, 38, i, 30, -8%, -5%, i, -0.084, -0.11, 0.22, 1.2, 0, 13
O=C(CN1CCN(C(=O)c2ccco2)CC1)Nc1cc(Cl)ccc1Cl
    -2.8, 1374, 3.1, 1.8, 8.1, i, 8, i, 7, -22%, 3%, i, 0.82, -0.079, -0.16, -0.29, 13, -9
CCCOC(=O)C1[C@H]2C(=O)N(C(C)c3ccc(OC)cc3)C[C@]23C=C[C@H]1O3 (stereo partly specified)
    -0.2, 903, 4.2, 0.7, 3.1, i, 36, i, 21, 4%, 3%, i, -0.38, -0.12, 0.17, 0.59, 2, 8
COc1ccc(CNC(=O)COC(=O)c2ccccc2OCC(=O)Nc2ccc(SC(F)F)cc2)cc1
    0.2, 1341, ·, ·, ·, i, 4, ·, ·, 2%, 1%, i, 0.4, -0.26, 0.73, 0.11, ·, ·
COc1cc(NC(=O)C2CCCC2)c(OC)cc1Cl
    -1.5, 1189, 2.0, 1.7, 11, i, 37, i, 7, 8%, 1%, ·, -0.35, -0.19, 0.053, 0.72, 5, -7
Cc1ccsc1/C=C1/SC(N2CC(C)OC(C)C2)=NC1=O (stereo unspecified)
    0.7, 521, 3.0, 2.4, 3.8, i, 19, i, 6, 3%, 9%, i, -0.68, 0.13, -0.34, 0.11, 4, -12
Cc1ccc2cc(CN(CCN(C)C)C(=O)Nc3ccc(Cl)cc3)c(=O)[nH]c2c1
    -0.5, 1602, 3.8, 3.4, 9.9, i, 54, i, -7, -24%, 0%, i, 0.37, 0.041, 0.53, -0.96, 4, -10
COc1ccc(N2C(=O)C3CCCN3C2c2cc(OC)c(OC)c(OC)c2)cc1 (stereo unspecified)
    ·, ·, 3.9, 3.4, 5.2, i, 64, i, 6, -1%, 5%, i, 0.14, -0.24, 0.22, -0.12, 2, -10
Cc1oc2ccc(NS(=O)(=O)c3ccccc3)cc2c1C(=O)Nc1ccccc1
    -1.0, 968, 2.5, 1.7, 3.1, i, 56, i, -6, 12%, 4%, i, -0.096, -0.23, -0.014, -0.091, 1, 13
O=C(NC(=S)NC1CCCCCCCCCCC1)c1cccnc1
    ·, ·, 0.9, 1.7, 17, i, 24, i, -10, 7%, 30%, i, 0.15, -0.15, -0.21, 0.15, 11, 8
Cc1ccc(NC(=O)COC(=O)c2ccc(OCc3c(C)noc3C)cc2)cc1S(=O)(=O)N1CCOCC1
    2.1, 1133, 1.9, 1.3, 7.2, i, 51, i, 1, 37%, -1%, i, -0.75, -0.24, -0.54, 0.42, -11, 8
NC(=O)CC(NC(=O)Cc1ccc(Br)cc1)c1ccc(NCc2cc(F)ccc2F)c([N+](=O)[O-])c1 (stereo unspecified)
    -0.5, 1345, ·, ·, ·, i, 11, ·, ·, -5%, 2%, i, -0.79, -0.82, -0.43, 1, ·, ·
O=C(CSc1nc2cc(Cl)ccc2o1)N1CCOCC1
    -2.3, 1077, 2.3, 1.4, 6.1, i, 30, i, 4, -4%, 1%, i, 2.3, 0.24, 2.5, -2.4, 1, -2
Clc1ccc2c(c1)-c1nnc(Br)n1-c1ccccc1S2
    -2.5, 1204, 3.7, 1.4, 4.5, i, 20, i, 6, -10%, -2%, i, -0.31, -0.21, 0.26, -1.3, -2, -7
COc1ccc(-c2cc(C(F)F)nc(-n3nc(C)cc3C)n2)cc1
    -2.2, 1366, 2.1, 2.4, 7.2, i, 52, i, 14, -5%, 6%, ·, -0.42, -0.23, -0.28, 0.043, -1, 6
Cc1ccccc1Nc1nc(N)nc(COC(=O)C2CCCCC2)n1
    0.9, 828, 3.8, 2.5, 2.5, i, 25, i, 6, -6%, 1%, i, 0.66, 0.36, 0.34, -0.89, 16, -10
CCSC1(SCC)N=C(N)C2(C#N)C(c3ccc(F)cc3)C12C#N (stereo unspecified)
    0.3, 1427, 2.7, 2.2, 11, i, 58, i, 5, -3%, 6%, i, 1.8, 7, 3, -4.5, 0, 8
CC1CC(C)CN(CCOc2ccccc2-c2ccccc2)C1 (stereo unspecified)
    -1.1, 542, 4.2, 2.8, 10, i, 20, i, 1, 1%, 1%, i, -0.28, 0.073, 0.53, -0.19, 23, 13
O=C(CCCOc1ccccc1)Nc1ccc(Br)cc1
    ·, ·, 2.3, 1.7, 9.2, i, 20, i, -36, ·, ·, i, -0.61, -0.21, 0.1, 0.79, ·, ·
Cc1ccc2c(c1)N(CCC(=O)NCCN1CCOCC1)C(=O)CO2
    -1.1, 1353, 6.0, 3.6, 8.0, i, 36, i, -10, -8%, 7%, i, 0.18, -0.075, 0.64, -1.1, -20, -1
COC(=O)C1=C(O)/C(=C\c2ccc(CNS(=O)(=O)c3ccccc3)o2)N=C1C
    -1.6, 1084, 2.4, 1.8, 7.8, i, 15, i, 2, 41%, 20%, i, 0.16, -0.04, 0.25, -0.046, 0, 21
CN1C(=O)NC2(O)C(=O)c3ccccc3C12O (stereo unspecified)
    3.1, 1232, 2.6, 2.4, 6.7, i, 6, i, 5, -3%, -1%, i, 0.01, -0.24, -0.12, 0.26, 8, 1
O=C(CN1CCN(C(=O)N2CCCCC2)CC1)Nc1ccc(F)cc1
    0.4, 1026, 3.5, 1.4, 6.3, i, 36, i, 1, 7%, 1%, i, -0.17, -0.25, 0.091, 1.6, -8, 0
COC(=O)[C@H](Cc1ccccc1)NC(=O)O[C@@H]1C(=O)c2cc(OC)ccc2O[C@H]1c1ccc(OC)c(Br)c1
    ·, ·, 2.2, 2.8, 7.1, i, 17, i, -14, -23%, 5%, ·, -0.082, -0.27, 0.31, 0.9, 2, -15
O=C(Cn1ccc(C(F)(F)F)n1)N/N=C/c1ccc2c(c1)OCO2
    -1.1, 1174, 2.2, 2.9, 7.0, i, 40, i, -19, 1%, -1%, i, -0.3, -0.26, -0.31, 0.48, 5, -2
COCC(=O)NCCc1ccc(S(N)(=O)=O)cc1
    -5.4, 1072, 4.3, 1.8, 6.4, i, 49, i, 10, -14%, -4%, i, 2.8, -0.21, 2.3, -2, 8, -9
COCC(=O)N/N=C(\C)CC(=O)Nc1ccccc1C(N)=O
    -2.3, 1322, 1.7, 1.2, 7.1, i, 38, i, -5, -28%, 0%, i, -0.6, 0.058, -0.31, 0.82, -7, 7
NC1=NC2(CCCCC2)N(c2cccc(Cl)c2)C(N)=N1
    ·, ·, 2.9, 2.5, 5.0, i, 29, i, 6, -2%, 5%, i, -0.32, -0.23, -0.35, 1.6, 11, 5
Cn1nc(-c2ccc(S(N)(=O)=O)s2)cc1C(F)(F)F
    -1.3, 1303, ·, ·, ·, i, 54, ·, ·, 0%, 2%, i, -0.16, -0.24, -0.19, -0.23, ·, ·
